Compound activity as filed in PubChem.
Tb PFK inh – qHTS Assay to Find Inhibitors of T. brucei phosphofructokinase; T. brucei PFK, ADP-Glo luminescence; Potency, µM (titrated, usually from 57.5 µM), without a hit: at the highest dose activity, negative = inhibition, actives largely listed as inhibitors; 330,000 compounds, 0.17% hits; ATP-dependent 6-phosphofructokinase (Trypanosoma brucei brucei), O15648; AID 485367, 2010;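 also: potency is read from the fitted curve at half-maximal effect; 0% = uninhibited 1x PFK enzyme wells and -100% = no-enzyme wells; nearly all actives have a fitted effect of over 60% in size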
Target sequence (O15648 whole entry, looked up): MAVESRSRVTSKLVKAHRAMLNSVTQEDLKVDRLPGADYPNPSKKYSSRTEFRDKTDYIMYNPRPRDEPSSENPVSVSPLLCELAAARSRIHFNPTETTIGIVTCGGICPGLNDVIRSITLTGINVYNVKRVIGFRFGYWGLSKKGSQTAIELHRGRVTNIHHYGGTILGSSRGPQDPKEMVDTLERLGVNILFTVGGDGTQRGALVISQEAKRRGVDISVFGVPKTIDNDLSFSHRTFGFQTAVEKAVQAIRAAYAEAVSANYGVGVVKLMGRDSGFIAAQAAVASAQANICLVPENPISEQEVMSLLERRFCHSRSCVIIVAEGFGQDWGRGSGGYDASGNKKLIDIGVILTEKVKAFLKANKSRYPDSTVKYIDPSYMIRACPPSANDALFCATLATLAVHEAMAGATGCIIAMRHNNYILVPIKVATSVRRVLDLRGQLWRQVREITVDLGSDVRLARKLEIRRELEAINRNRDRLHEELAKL
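Compounds were pin-transferred as a titration series up to 57 uM into substrate buffer (0.5 mM F6P, 0.1 mM ATP, pH 8.0), then 1.25 nM PFK was added and reactions ran 45 min before ADP-Glo detection.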
Rab9 promoter act – qHTS Assay for Rab9 Promoter Activators | 320,000 compounds, 2.8% hits | Huh7 Rab9 promoter-luciferase reporter, luminescence, 24 h | Potency, µM (top dose mostly 9.22 µM), for the others: at the top dose activation, negative = inhibition, usual class: activators; also: potency is read from the fitted curve at half-maximal effect; % of control where 0% means no effect; nearly all actives have a fitted effect of over 60% in size
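Huh7 cells stably carrying Rab9 promoter–luciferase reporter, plated 1500 cells/well, compound added after 2 h and incubated 24 h at 37 °C; luciferase luminescence then read after 10 min with detection reagent.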
NPC1 promoter act – qHTS Assay for NPC1 Promoter Activators; Potency, µM (doses to about 9.22 µM), inactives show top-dose activation, actives largely listed as activators; Huh7 NPC1 promoter luciferase reporter, 24 h; 320,000 compounds, 2.4% hits;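 also: potency is read from the fitted curve at half-maximal effect; % of control where 0% means no effect; nearly all actives have a fitted effect of over 60% in size; reporter is driven by a mutant NPC1 promoter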
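In 1536-well qHTS, Huh7 cells harboring an NPC1 promoter–luciferase construct received compound for 24 h; activation was quantified by luminescence following luciferase reagent addition.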
ELG1 genotoxic – qHTS screen for small molecules that induce genotoxicity in human embryonic kidney (HEK293T) cells expressing luciferase-tagged ELG1; HEK293T ELG1-luciferase reporter, luminescence, 16 h; Potency, µM (titrated, usually from 46 µM), for the others: at the top dose activity change, positive = activation, hits mostly activators; 330,000 compounds, 1.3% hits; AID 504466, 2011; also: potency is read from the fitted curve at half-maximal effect; % of control where 0% means no effect; nearly all actives have a fitted effect of over 60% in size
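HEK293T cells expressing luciferase-tagged ELG1 were exposed to compound or DMSO vehicle for 16 hr at 37 °C and 5% CO2. Luciferase activity was then measured with ONE-Glo after 30 min at room temperature.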
ELG1 repair inh – qHTS screen for small molecules that inhibit ELG1-dependent DNA repair in human embryonic kidney (HEK293T) cells expressing luciferase-tagged ELG1; HEK293T ELG1-luciferase reporter, luminescence, 16 h; DNA damage induced by 5-fluorouridine; Potency, µM (highest dose often 46.1 µM), for inactives: at the highest dose activity change, negative = inhibition, actives largely listed as inhibitors; 330,000 compounds, 2.3% hits; also: potency is read from the fitted curve at half-maximal effect; % is scaled to controls: 0 for no effect and ±100 for the full control effect; nearly all actives have a fitted effect of over 55% in size
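Reporter activity after DNA damage by 5-fluorouridine is monitored. Compound-treated cells incubate 16 hr at 37 °C, then ONE-Glo is added for 30 min before luminescence reading.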
p53 reactivator – qHTS assay for re-activators of p53 using a Luc reporter; 320,000 compounds, 0.063% hits; H1299 p53-A138V BP100-luciferase reporter, luminescence, 24 h; Potency, µM (top dose mostly 92.2 µM), for the others: top-dose activity change, positive = activation, actives largely listed as activators; AID 504706, 2011; also: potency is read from the fitted curve at half-maximal effect; % of control where 0% means no effect; nearly all actives have a fitted effect of over 45% in size
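p53-null H1299 cells stably carrying temperature-sensitive p53-A138V and a BP100-luciferase reporter were pinned with compounds (4-point, 1:5 series) and held 24 hrs at 37 deg C. Luminescence was read 10 min after detection reagent.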
RORg inh – qHTS for inhibitors of ROR gamma transcriptional activity. Drosophila S2 Gal4-RORgamma UAS-luciferase reporter, 20 h. Nuclear receptor ROR-gamma (Mus musculus), P51450. 310,000 compounds, 5.4% hits. AID 2551, 2010. Potency, µM (highest dose often 53.6 µM), without a hit: at the top dose activity change, negative = inhibition, usual class: inhibitors; also: potency is read from the fitted curve at half-maximal effect; % is scaled to controls: 0 for no effect and ±100 for the full control effect; nearly all actives have a fitted effect of over 60% in size
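Read-out: Photinus luciferase luminescence; inhibitors lower reporter signal. Insect Schneider cells with Gal4-ROR gamma fusion under metallothionein promoter, UAS reporter; 700 uM final copper sulfate induction, 20 hr, ambient temperature.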
BRCA1 expr act – qHTS Assay to Identify Small Molecule Activators of BRCA1 Expression; MCF7-BRCA1-FFLuc reporter, luminescence, 48 h; response scale: scaled: vehicle 0%, 10 µM genistein 100%; Potency, µM (titrated, usually from 46.1 µM), inactives show at the top dose activation, actives largely listed as activators; 380,000 compounds, 1.1% hits; AID 624202, 2012; also: potency is read from the fitted curve at half-maximal effect; nearly all actives have a fitted effect of over 80% in size; some results filed as inactive show a strong effect at the top dose
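Reporter cells (MCF7, BRCA1 promoter-firefly luciferase) received library compounds across a concentration series for 48 h. End-point luminescence was measured and concentration-effect curves derived after normalization.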
TRPV1 agonist – HTS Assay for Compounds that Act as Agonists of the Vanilloid Receptor 1. Transient receptor potential cation channel subfamily V member 1 (Homo sapiens), Q8NER1. TRPV1-expressing cells, Fluo-8 calcium influx, agonist mode. activation, % at 8.33 µM. 320,000 compounds, 0.19% hits. AID 540275, 2011; in the data active = activation above about 80%; inconclusive = between about 30% and that limit; also: 0% is about no effect
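Cells expressing TRPV1 were dye-loaded with Fluo-8 and read kinetically: 10 s baseline, 3 min after compound (agonist portion), then 2 min after EC20 capsaicin (allosteric enhancer portion). Calcium-bound dye fluorescence at 480/520 nm.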
FLuc modulator – qHTS profiling assay for firefly luciferase inhibitor/activator using purifed enzyme and Km concentrations of substrates (counterscreen for miR-21 project); Luciferin 4-monooxygenase (Photinus pyralis), P08659; purified FLuc, Km substrates, luminescence inhibition; Potency, µM (titrated, usually from 57.5 µM), for the others: at the top dose activity change, negative = inhibition, most hits filed as inhibitors; 360,000 compounds, 6.9% hits;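 also: potency is read from the fitted curve at half-maximal effect; plate controls were vehicle for no effect and reference inhibitor for full effect; nearly all actives have a fitted effect of over 55% in size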
Target sequence (P08659 whole entry, looked up): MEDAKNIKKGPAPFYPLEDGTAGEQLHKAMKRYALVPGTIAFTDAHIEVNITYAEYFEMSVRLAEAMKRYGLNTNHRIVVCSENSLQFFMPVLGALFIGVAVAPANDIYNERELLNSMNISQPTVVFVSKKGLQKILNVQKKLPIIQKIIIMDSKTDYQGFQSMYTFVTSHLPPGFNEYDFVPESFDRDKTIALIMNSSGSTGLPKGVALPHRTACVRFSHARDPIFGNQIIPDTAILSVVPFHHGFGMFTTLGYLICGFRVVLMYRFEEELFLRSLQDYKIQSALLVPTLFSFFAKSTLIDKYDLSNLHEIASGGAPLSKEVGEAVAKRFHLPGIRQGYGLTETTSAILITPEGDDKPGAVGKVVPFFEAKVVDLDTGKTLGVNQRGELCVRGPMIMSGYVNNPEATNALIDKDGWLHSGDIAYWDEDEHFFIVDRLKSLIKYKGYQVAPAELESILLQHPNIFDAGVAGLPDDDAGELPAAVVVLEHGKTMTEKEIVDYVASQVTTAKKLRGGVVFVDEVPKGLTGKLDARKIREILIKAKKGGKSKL
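Purified P. pyralis luciferase, 10 nM final, with Km-level 10 uM D-luciferin and 10 uM ATP in 50 mM Tris acetate pH 7.5, 10 mM Mg acetate, 0.01% Tween-20, 0.05% BSA; 6-point qHTS titration about 60 µM downward; luminescence read.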
VP16 counter – VP16 counterscreen qHTS for inhibitors of ROR gamma transcriptional activity. Drosophila S2 Gal4-VP16 UAS-luciferase, luminescence, 20 h. Potency, µM (doses to about 53.6 µM), inactives show at the highest dose activity, negative = inhibition, most hits filed as inhibitors. AID 2546, 2010. 310,000 compounds, 3.5% hits;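 also: Gal4-VP16 expression switched on by copper sulfate through the metallothionein promoter; potency is read from the fitted curve at half-maximal effect; % is scaled to controls: 0 for no effect and ±100 for the full control effect; nearly all actives have a fitted effect of over 50% in size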
Starred values were filed as active, the others as inactive; ? = inconclusive; . = not tested or not shown; [ ] = another dose, or the depositor's remark. Unless noted, calls follow the shape of the dose curve; as a rule, active = well fitted curve in the direction sought with a large enough effect; inconclusive = small, poorly fitted or top-dose-only effect, or another doubt; inactive = no such curve, though single readings can be large; an effect the other way counts as inactive or inconclusive. Rows were taken by chance. About 15% of those tested had a hit in this group.

SMILES	Tb PFK inh	Rab9 promoter act	NPC1 promoter act	ELG1 genotoxic	ELG1 repair inh	p53 reactivator	RORg inh	BRCA1 expr act	TRPV1 agonist	FLuc modulator	VP16 counter
O=C(Cc1ccccc1F)Nc1nc(-c2cccnc2)cs1	-7.5%	15.0%	1.1%	-8.0%	?	-0.8%	32.4%	3.3%	-2.2	-5.9%	-5.4%
Cn1cccc1C(=O)NC1CCCCCC1	-7.4%	2.24µM*	?	?	?	7.08µM*	.	10µM*	1.5	16.9µM*	.
O=C(N/N=C/c1cccnc1)C(=O)N1CCCCCC1	-0.5%	5.6%	0.7%	3.9%	5.0%	-3.6%	-7.1%	-19.5%	-1.4	2.1%	-16.7%
CC(=O)c1c(O)cc(=O)n(-c2ccccc2)c1-c1ccc(Cl)cc1	-0.6%	-1.2%	0.4%	0.1%	-27.1%	4.4%	4.8%	-13.5%	-0.5	6.3%	-8.1%
O=C(COC(=O)/C=C/c1ccccc1)NCc1ccc2c(c1)OCO2	-0.3%	.	.	0.5%	-0.6%	-2.7%	.	7.6%	.	.	.
C=CCn1c(Cc2csc(N)n2)nnc1SCc1ccc(C(=O)OC)cc1	14.1%	-5.1%	-1.3%	8.2%	?	7.1%	-29.7%	3.7%	-1.0	-4.8%	15.9%
CCCCC(=O)NC1=NC(=O)C(C)(C)S1	-17.5%	-0.9%	-5.6%	-3.3%	3.3%	-9.2%	25.0%[0.365 µM]	7.9%	0.5	3.0%	.
S=c1[nH]nc(-c2cccnc2)n1/N=C/c1ccco1	-22.3%	-6.8%	-5.7%	-1.4%	0.6%	-0.5%	?	10.8%	1.9	?	-4.1%
COc1ccc(S(=O)(=O)N2c3ccccc3NC(=O)CC2C)cc1 (stereo not given)	-2.4%	5.3%	-3.2%	-5.8%	-11.5%	-9.3%	4.9%	5.9%	2.2	5.7%	-5.9%
CCN1CCN(C(c2cccs2)C(C)NC(=S)Nc2cccc(C)c2C)CC1 (stereo not given)	0.8%	-16.1%	-9.5%	-0.7%	1.1%	-2.3%	11.2µM*	-2.2%	0.2	10.1%	-3.2%
O=C(CN1C(=O)CC(c2ccco2)Sc2ccccc21)NCC1CCCO1 (stereo not given)	-4.7%	6.7%	1.3%	0.1%	-3.2%	-1.8%	14.3%	0.9%	-0.1	1.8%	-8.6%
CC(C)(C)OC(=O)CNC(=O)c1nc[nH]c1C(=O)NCc1ccc(CNC(=O)OC(C)(C)C)cc1	-2.1%	-0.2%	1.0%	-9.9%	?	.	?	-18.5%	4.6	-1.2%	?
Cc1ccccc1N(Cc1cc(=O)[nH]c2ccccc12)C(=O)CCl	-5.4%	2.9%	-12.6%	-7.9%	10.3µM*	-13.3%	?	.	-4.8	-1.0%	-27.0%
CCOC(=O)CNC(=O)CSc1nc(-c2ccc(C)cc2)ns1	1.1%	15.7%	7.2%	0.6%	20.2%	-2.0%	-17.5%	18.1%	0.9	12µM*	-3.0%
CCC(=O)Nc1ccc(C(=O)OCC(=O)c2cccs2)cc1	20.6%	1.3%	3.6%	11.8%	9.2%	8.7%	-7.4%	-2.3%	0.6	1.3%	3.7%
CN=c1scc(C)n1/N=C/c1cc(Br)c(O)c(OC)c1	1.8%	25.8%	1.7%	1.5%	?	-4.7%	12.4%	-48.5%	6.0	16.9µM*	-4.7%
CC(C)(C)OC(=O)C[C@H]1C/C=C\C[C@H](CC(=O)NCCO)C(=O)N[C@@H](c2ccccc2)COC1=O	0.3%	.	.	-0.6%	-28.6%	1.6%	.	-16.5%	.	.	.
O=C(CN1CC(=O)Nc2ccccc21)Nc1ccc(F)c(F)c1	-26.2%	?	7.6%	7.8%	?	7.9%	0.9%	-20.9%	-1.4	?	-28.9%
CCOC(=O)N1CCC(N2CCN(Cc3ccccc3)C(CCO)C2)CC1 (stereo not given)	5.5%	-3.0%	1.4%	0.7%	-16.2%	1.4%	-0.1%	-0.4%	1.2	5.4%	0.7%
O=C(Cc1ccsc1)NNC(=O)c1cccc(Cl)c1	0.1%	-4.1%	-2.3%	1.7%	0.0%	1.8%	-6.9%	6.2%	1.7	-0.7%	3.0%
O=C(NC(Cc1ccccc1)C(=O)O)/C(=C\c1ccccc1)NC(=O)c1ccco1 (stereo not given)	3.3%	-2.1%	0.1%	-1.7%	6.5%	0.0%	-19.7%	6.9%	-2.4	7.3%	-1.3%
CC1CCN(c2nc(-c3ccccc3O)nc3ccccc23)CC1	-5.6%	-1.8%	-2.3%	-1.3%	-6.2%	-4.2%	1.0%	-2.1%[1.84 µM]	-4.1	-1.4%	13.1%
Cc1ccc(NC(=O)COC(=O)COc2ccc(Cl)cc2)c([N+](=O)[O-])c1	-5.8%	-6.2%	-1.2%	-0.1%	3.4%	-13.0%	11.7%	27.1%	5.2	-0.2%	-1.2%
O=C(NC(=S)Nc1ccccn1)c1cc(-c2ccccc2)nc2ccccc12	2.9%	-8.6%	-0.8%	-9.2%	?	-10.4%	0.398µM*	-21.9%	-8.6	?	0.708µM*
C[C@H](NC(=O)c1ccco1)C(=O)Nc1cc(S(=O)(=O)N2CCCC2)ccc1OCC(F)(F)F	-3.3%	.	.	0.3%	4.4%	-0.5%	.	-9.2%	.	.	.
The list goes on:
SMILES	Tb PFK inh	Rab9 promoter act	NPC1 promoter act	ELG1 genotoxic	ELG1 repair inh	p53 reactivator	RORg inh	BRCA1 expr act	TRPV1 agonist	FLuc modulator	VP16 counter
Cc1ccc(-n2c(C)cc(C(=O)CSc3nnc4ccccn34)c2C)cc1	0.1%	0.398µM*	0.891µM*	5.17µM*	?	76.3%	-40.8%	-45.8%	4.1	2.13µM*	?
N#CCSCC(=O)Nc1ccc(Cl)cc1	-1.6%	8.4%	-0.7%	0.7%	0.2%	-4.0%	38.6%	13.5%	-3.1	3.3%	-1.8%
O=C(NNC(=S)NC1CCCCC1)c1ccc2c(c1)OCO2	0.0%	1µM*	?	5.4%	?	?	-32.7%	73.5%	10.9	?	?
Cc1cc(=O)c2c(C)ccc(C)c2[nH]1	-1.8%	-9.3%	3.9%	-4.4%	-4.1%	-0.4%	18.2%	5.3%	-3.3	-1.6%	1.3%
Nc1nc(SCc2ccc([N+](=O)[O-])cc2)c2ncn(C3OC(CO)C(O)C3O)c2n1 (stereo not given)	12µM*	-39.3%[inhibitor]	0.0%	-1.4%	?	-21.7%	21.0%	-6.1%	-7.6	0.8%	3.5%
CC(C)n1cc(CN2CCN(C)C(CCO)C2)c2ccccc21 (stereo not given)	-0.5%	1.4%	-2.1%	-2.5%	-8.5%	.	-25.6%	0.0%	4.5	5.0%	0.5%
COc1ccc(/C=C(\NC(=O)c2ccccc2)C(=O)N/N=C/c2cccnc2)cc1	-3.8%	-3.1%	-0.6%	-5.7%	10.4%	-1.4%	?	-21.6%	-7.3	-4.9%	-4.6%
CN(CCC1CCOCC1)C(=O)CC1C(=O)NCCN1Cc1ccccc1F (stereo not given)	-1.6%	-3.8%	-4.0%	0.8%	2.0%	13.2%	1.5%	0.4%	-2.4	-1.1%	6.4%
Cc1scc(C(=O)O)c1-c1c(C(=O)O)csc1C	10.6%	0.5%	-3.7%	-0.5%	-2.4%	5.6%	-8.9%	-6.2%	-1.5	3.9%	-4.0%
c1ccc(Nc2ncnc3sccc23)cc1	-1.2%	-1.2%	1.0%	0.0%	7.9%	2.4%	-28.2%	17.9%	?	?	-11.2%
c1ccc2cc(OCCOCCOc3ccc4ccccc4c3)ccc2c1	0.2%	0.9%	1.7%	-0.9%	-28.4%	-3.3%	3.7%	1.0%	-1.1	-16.8%	-7.4%
O=C(O)/C=C/C(=O)Nc1nccs1	-5.6%	2.2%	-2.7%	-0.4%	?	2.8%	-10.9%	-5.1%	1.3	4.9%	-3.6%
O=C(c1c(F)c(F)c(F)c(F)c1F)N(Cc1ccccc1)Cc1ccccc1	1.0%	0.2%	0.9%	-0.8%	-1.1%	0.8%	-18.4%	-24.0%	6.4	-1.3%	15.8%
